From PubChem
EZH2 inh: blocks human EZH2/PRC2 H3K27 methylation. 57,000 compounds, 0.35% hits. AID 651548. DELFIA TRF, 1 h. Q15910. inhibition, % at 12.5 µM;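 active means mean inhibition of replicates at least 50% and every single replicate also reaching 50%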;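 further: dimethyl H3K27 on biotinylated H3 21-44 peptide detected by antibody; plate controls were median neutral control wells for no effect and median positive control wells for full effect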
Target sequence (Q15910 whole entry, looked up): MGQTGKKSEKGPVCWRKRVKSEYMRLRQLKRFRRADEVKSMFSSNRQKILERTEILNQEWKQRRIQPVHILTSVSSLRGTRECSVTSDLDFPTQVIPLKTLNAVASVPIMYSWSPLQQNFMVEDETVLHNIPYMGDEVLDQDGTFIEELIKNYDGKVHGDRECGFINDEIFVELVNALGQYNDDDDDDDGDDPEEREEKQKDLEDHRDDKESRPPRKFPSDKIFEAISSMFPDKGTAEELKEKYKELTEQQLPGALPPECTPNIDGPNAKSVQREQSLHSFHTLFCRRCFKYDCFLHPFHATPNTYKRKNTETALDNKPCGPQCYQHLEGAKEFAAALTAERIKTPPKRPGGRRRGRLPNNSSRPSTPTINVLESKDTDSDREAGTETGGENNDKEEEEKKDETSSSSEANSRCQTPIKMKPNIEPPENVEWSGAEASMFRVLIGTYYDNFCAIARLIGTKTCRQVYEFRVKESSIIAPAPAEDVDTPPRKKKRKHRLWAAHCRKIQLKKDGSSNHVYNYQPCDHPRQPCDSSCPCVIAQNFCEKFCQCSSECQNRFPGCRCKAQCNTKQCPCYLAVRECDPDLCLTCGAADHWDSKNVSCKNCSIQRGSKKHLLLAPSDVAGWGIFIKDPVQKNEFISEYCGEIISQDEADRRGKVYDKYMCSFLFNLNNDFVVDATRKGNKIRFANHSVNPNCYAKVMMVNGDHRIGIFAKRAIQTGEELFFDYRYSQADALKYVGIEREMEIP
IDH1 R132H inh: blocks human IDH1 R132H reductase activity. O75874. diaphorase/resazurin fluorescence, 60 min. inhibition, % at 10 µM. 70,000 compounds, 0.18% hits. AID 624101; in the data active means inhibition above about 34%;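 further: 0% = DMSO and 100% = no enzyme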
Active calls of the source: *; · = not tested or not shown.

smiles | EZH2 inh | IDH1 R132H inh
Cc1noc(C)c1NC(=O)N(C)C[C@H]1OCCCC[C@@H](C)Oc2ccc(NS(=O)(=O)c3ccccc3)cc2C(=O)N([C@H](C)CO)C[C@@H]1C | · | 3.6
C[C@@H]1CN([C@@H](C)CO)C(=O)c2cc(NC(=O)c3ccncc3)ccc2O[C@@H]1CN(C)C | -5 | 1.3
C[C@@H]1CN([C@@H](C)CO)C(=O)Cc2cc(NS(=O)(=O)c3cn(C)cn3)ccc2O[C@H]1CN(C)CC1CCCCC1 | -7 | 1.6
CC(C)(C)[C@H]1C=C(C(=O)NC2CC2)O[C@@H](OCc2ccc(CO)cc2)C1 | 6 | ·
CC(C)C#Cc1cnc2c(c1)C(=O)N([C@H](C)CO)C[C@@H](C)[C@H](CN(C)Cc1ccccn1)O2 | -27 | -1.8
O=C(Nc1ccccc1F)N[C@@H]1CC[C@@H](CCNS(=O)(=O)c2ccccc2)O[C@H]1CO | 27 | -0.2
CC(C)NC(=O)Nc1cccc2c1O[C@H](CN(C)S(C)(=O)=O)[C@H](C)CN([C@@H](C)CO)C2=O | 1 | ·
CO[C@@H]1CN(C)C(=O)c2ccc(NC(C)=O)cc2OC[C@@H](C)N(Cc2ccccn2)C[C@H]1C | 17 | 0.4
CC(C)NC(=O)N[C@@H]1CC[C@@H](CC(=O)NCCN2CCCC2)O[C@H]1CO | -3 | 0.1
O=C(Nc1ccc2c(c1)[C@H]1C[C@H](CC(=O)N3CCOCC3)O[C@H](CO)[C@H]1O2)c1ccc2c(c1)OCO2 | 1 | -0.4
C[C@H]1CN([C@@H](C)CO)C(=O)c2cc(NC(=O)Nc3ccc4c(c3)OCO4)ccc2O[C@H]1CN(C)Cc1ccc(Oc2ccccc2)cc1 | · | -0.2
Cn1cc(C(c2ccccn2)c2cn(C)c3ccccc23)c2ccccc21 | · | 0.0
CCOc1cc(C)c(S(=O)(=O)NCCN2CCOCC2)cc1C | 2 | -0.2
O=C(CSc1n[nH]c(-c2ccco2)n1)Nc1sc2c(c1C(=O)Nc1ccccc1)CCCC2 | 24 | -0.2
CN(CC(=O)Nc1ncn[nH]1)S(=O)(=O)c1cc(Cl)ccc1Cl | -17 | 0.4
O=C(Cc1ccccn1)N[C@@H]1CC[C@H](CC(=O)N2CCCCC2)O[C@H]1CO | -9 | 0.1
C[C@@H]1CCCCO[C@H](CN(C)S(=O)(=O)c2ccc(Cl)cc2)[C@@H](C)CN([C@H](C)CO)C(=O)c2cc(NC(=O)CCCN(C)C)ccc2O1 | · | 3.6
CC(=O)c1ccc(NC(=O)CN(C)S(=O)(=O)c2ccc(Br)cc2)cc1 | 14 | 0.0
CO[C@@H]1CN(C)C(=O)c2ccc(NC(=O)Nc3ccccc3)cc2OC[C@H](C)N(CC2CC2)C[C@@H]1C | -11 | 0.4
C[C@H]1CN([C@@H](C)CO)C(=O)c2cc(NS(C)(=O)=O)ccc2O[C@@H]1CN(C)C(=O)Nc1cccc2ccccc12 | 6 | ·
CC(C)NC(=O)N(C)C[C@H]1OCCCC[C@H](C)Oc2ccc(NC(=O)Cc3ccccc3)cc2C(=O)N([C@H](C)CO)C[C@H]1C | 17 | 0.2
COc1ccc(NC(=O)N(C)C[C@H]2Oc3c(NC(=O)CCCCCC(=O)Nc4ccccc4N)cccc3C(=O)N([C@H](C)CO)C[C@H]2C)cc1 | -13 | -0.3
C[C@@H]1CCCCO[C@@H](CN(C)CC2CCCCC2)[C@H](C)CN([C@@H](C)CO)C(=O)c2cc(NC(=O)c3ccccc3)ccc2O1 | · | -7.5
CCCNC(=O)N1C[C@H](C)[C@H](OC)CN(C)C(=O)c2ccc(NC(C)=O)cc2OC[C@H]1C | 5 | 0.3
O=S(=O)(NC1CCN(Cc2ccc(OCCO)cc2)CC1)c1ccc(-c2ccccc2)cc1 | -14 | ·
COc1cccc(S(=O)(=O)N[C@H]2CC[C@H](CC(=O)NCc3ccc(Cl)cc3)O[C@H]2CO)c1 | -10 | -0.4
CC(C)NC(=O)N(C)C[C@@H]1OCc2cn(nn2)CCCC(=O)N([C@H](C)CO)C[C@@H]1C | 5 | 1.1
C[C@H]1CN([C@@H](C)CO)C(=O)c2cc(NS(=O)(=O)c3cn(C)cn3)ccc2O[C@H]1CN(C)CC1CC1 | 2 | -0.1
COc1ccccc1NC(=O)CNC(=O)c1ccccc1F | 4 | -0.1
C[C@@H]1CN([C@@H](C)CO)C(=O)c2cc(NC(=O)c3ccncc3)ccc2O[C@H]1CN(C)Cc1ccccc1 | 2 | 0.4
Cc1noc(C)c1NC(=O)Nc1ccc2c(c1)CC(=O)N([C@H](C)CO)C[C@@H](C)[C@@H](CN(C)C)O2 | · | 0.8
C[C@@H]1CCCCO[C@H](CN(C)S(=O)(=O)c2ccc(Cl)cc2)[C@@H](C)CN([C@H](C)CO)C(=O)c2cc(NC(=O)Nc3ccc(C(F)(F)F)cc3)ccc2O1 | · | 0.3
CS(=O)(=O)N(CC(=O)O)c1ccc(Cl)cc1 | -19 | -0.6
CCN(CC)CC(O)Cn1c2c(c3ccccc31)CCCC2=O (stereo not drawn) | 3 | 0.1
COC(=O)c1c(NC(=S)NC(=O)CN2C(=O)c3ccccc3C2=O)sc2c1CCCC2 | -9 | 0.4
CS(=O)(=O)N1[C@H](C#N)[C@@H](c2ccc(-c3ccccc3F)cc2)[C@H]1CO | · | -2.1
O=C(C[C@@H]1C[C@@H]2c3cc(NC(=O)NC4CCCCC4)ccc3O[C@@H]2[C@@H](CO)O1)NCc1ccccn1 | 1 | 0.2
Cn1cnc(S(=O)(=O)N[C@H]2CC[C@@H](CC(=O)NCC3CC3)O[C@H]2CO)c1 | 10 | 0.1
CNC[C@@H]1Oc2ccc(NC(=O)C3CC3)cc2C(=O)N([C@@H](C)CO)C[C@H]1C | 0 | 4.0
C[C@H]1CN([C@@H](C)CO)C(=O)c2cc(-c3cccnc3)cnc2O[C@H]1CN(C)C(=O)C1CCC1 | -1 | ·
O=C(C[C@H]1C[C@@H]2c3cc(NC(=O)NC4CCCCC4)ccc3O[C@@H]2[C@H](CO)O1)NCc1cccnc1 | -4 | -0.1
C[C@H](CO)N1C[C@H](C)[C@H](CN(C)Cc2ccc3c(c2)OCO3)Oc2ncc(/C=C/c3ccccc3)cc2C1=O | · | 1.4
O=C(O)C[C@@H]1C[C@H]2c3cc(NC(=O)Nc4ccc(C(F)(F)F)cc4)ccc3O[C@H]2[C@@H](CO)O1 | 5 | 0.3
COc1cccc(NC(=O)CCN2C(=O)c3ccccc3S2(=O)=O)c1 | 10 | -0.8
C[C@@H]1CN([C@@H](C)CO)S(=O)(=O)c2ccc(-c3ccc(C#N)cc3)cc2O[C@@H]1CN(C)C(=O)CN(C)C | -13 | 3.7

Given field by field: 2 of the compounds above.
> C[C@@H]1CN([C@@H](C)CO)S(=O)(=O)c2ccc(-c3ccc(C#N)cc3)cc2O[C@@H]1CN(C)C(=O)CN(C)C
  EZH2 inh: -13
  IDH1 R132H inh: 3.7

> O=C(O)C[C@@H]1C[C@H]2c3cc(NC(=O)Nc4ccc(C(F)(F)F)cc4)ccc3O[C@H]2[C@@H](CO)O1
  EZH2 inh: 5
  IDH1 R132H inh: 0.3

The main list resumes; the 2 compounds before the break are reprinted first.
smiles | EZH2 inh | IDH1 R132H inh
COc1cccc(NC(=O)CCN2C(=O)c3ccccc3S2(=O)=O)c1 | 10 | -0.8
C[C@@H]1CN([C@@H](C)CO)S(=O)(=O)c2ccc(-c3ccc(C#N)cc3)cc2O[C@@H]1CN(C)C(=O)CN(C)C | -13 | 3.7
CO[C@H]1CN(C)C(=O)c2cc(NS(=O)(=O)c3ccc(C)cc3)ccc2OC[C@H](C)NC[C@@H]1C | 14 | 0.3
C[C@@H]1CN([C@H](C)CO)S(=O)(=O)c2ccc(C#C[C@@H](C)O)cc2O[C@@H]1CN(C)C(=O)c1ccncc1 | 2 | 3.3
C[C@@H]1CN([C@H](C)CO)S(=O)(=O)c2ccc(C3=CCCCC3)cc2O[C@H]1CN(C)Cc1cccnc1 | 37 | ·
CN(C)CC(=O)N[C@@H]1CC[C@@H](CCNC(=O)C2CCCCC2)O[C@@H]1CO | 17 | 0.1
COc1ccc(CN(C)C[C@H]2Oc3c(NC(=O)NC4CCCCC4)cccc3C(=O)N([C@@H](C)CO)C[C@H]2C)cc1 | 1 | 2.7
C[C@@H]1CN([C@H](C)CO)C(=O)Cc2cc(NC(=O)Nc3cccc4ccccc34)ccc2O[C@H]1CN(C)C(=O)Nc1ccc(F)cc1 | · | -0.1
C[C@@H]1CCCCO[C@@H](CN(C)C(=O)CCCN(C)C)[C@@H](C)CN([C@H](C)CO)C(=O)c2cc(NC(=O)NC3CCCCC3)ccc2O1 | · | 1.0
O=C(C[C@@H]1C=C[C@@H](NC(=O)C2CC2)[C@H](CO)O1)NCCCN1CCOCC1 | -1 | 0.0
COc1ccc([N+](=O)[O-])cc1NC(=O)CN(C)S(=O)(=O)c1ccc(Cl)cc1 | 7 | -0.4
C[C@@H]1CN([C@H](C)CO)C(=O)c2cc(NS(C)(=O)=O)ccc2O[C@@H](C)CCCCO[C@@H]1CN(C)C(=O)c1ccncc1 | · | 2.0
C[C@H]1CN([C@@H](C)CO)C(=O)c2cc(/C=C/c3ccccc3)cnc2O[C@@H]1CN(C)C(=O)c1cccc(F)c1 | · | 0.0
Cc1ccc(OCC(=O)Nc2ncccn2)c(C)c1 | 5 | 0.3
O=c1n(-c2ccc(F)cc2)nc2n1CCCN2 | -10 | 2.6
Cc1ccc(S(=O)(=O)Nc2ccc3c(c2)CC(=O)N([C@H](C)CO)C[C@H](C)[C@H](CN(C)Cc2ccccc2)O3)cc1 | · | 0.7
CCc1nc2sc3c(c2c2nnc(SCC(=O)OC)n12)CCC3 | -24 | 0.9
COc1ccc(NC(=O)N(C)C[C@@H]2Oc3ccc(NC(=O)c4ccncc4)cc3CC(=O)N([C@@H](C)CO)C[C@@H]2C)cc1 | 6 | 0.0
C[C@H]1CN([C@@H](C)CO)C(=O)c2cc(C#CC3CC3)cnc2O[C@H]1CN(C)C(=O)Cc1ccccn1 | 2 | ·
COCC(=O)Nc1ccc2c(c1)[C@H]1C[C@@H](CC(=O)NCc3cccc(F)c3)O[C@@H](CO)[C@H]1O2 | 6 | 0.0
Cc1noc(C)c1S(=O)(=O)Nc1ccc2c(c1)C(=O)N([C@@H](C)CO)C[C@@H](C)[C@H](CN(C)Cc1ccc(C(F)(F)F)cc1)OCCCC[C@H](C)O2 | · | 13
COc1cc([C@H]2OC[C@](O)(Cc3ccc(O[C@@H]4O[C@H](CO)[C@@H](O)[C@H](O)[C@H]4O)c(OC)c3)[C@@H]2CO)ccc1O | · | 10
COc1ccc(NC(=O)Nc2ccc3c(c2)CC(=O)N([C@H](C)CO)C[C@@H](C)[C@H](CN(C)S(=O)(=O)c2ccccc2)O3)cc1 | · | -0.2
COc1ccc(CN(C)C[C@H]2Oc3ccc(NC(=O)Cc4ccccc4)cc3CC(=O)N([C@@H](C)CO)C[C@@H]2C)cc1 | 3 | 0.0
CCCC(=O)Nc1ccc2c(c1)OC[C@H](C)N(CC1CCOCC1)C[C@@H](C)[C@H](OC)CN(C)C2=O | -4 | 0.0
CCC(=O)Nc1ccc2c(c1)C(=O)N(C)C[C@H](OC)[C@H](C)CN(C(=O)CC1CC1)[C@H](C)CO2 | 4 | 0.0
C[C@@H]1CCCCO[C@@H](CN(C)C)[C@H](C)CN([C@@H](C)CO)C(=O)c2cc(NS(=O)(=O)c3ccccc3)ccc2O1 | 3 | 1.1
COC(=O)c1ccc(NC(=O)CSc2nc(-c3ccccc3)c(-c3ccccc3)[nH]2)cc1 | 7 | 0.0
COc1ccc(NC(=O)N(C)C[C@@H]2OCCCC[C@@H](C)Oc3ccc(NC(=O)c4ccncc4)cc3C(=O)N([C@H](C)CO)C[C@@H]2C)cc1 | · | 4.6
CNC[C@H]1Oc2ccc(NC(=O)CCC(F)(F)F)cc2C(=O)N([C@H](C)CO)C[C@@H]1C | -1 | -0.7
C[C@@H]1CN([C@@H](C)CO)C(=O)c2cc(NS(=O)(=O)c3cccs3)ccc2O[C@@H](C)CCCCO[C@@H]1CN(C)C(=O)c1ccncc1 | · | -11
C[C@@H]1CN([C@H](C)CO)C(=O)c2cccc(NC(=O)c3nc4ccccc4s3)c2O[C@@H]1CN(C)C(=O)NC1CCCCC1 | · | 1.4
COc1ccc(S(=O)(=O)N(C)CC(=O)Nc2ccccc2F)cc1Cl | 3 | 0.5
C[C@H](CO)N1C[C@H](C)[C@H](CN(C)C(=O)Nc2ccc(F)cc2)Oc2c(NS(=O)(=O)c3ccc(Cl)cc3)cccc2C1=O | -10 | 2.4
C[C@@H]1CN([C@H](C)CO)C(=O)c2cc(C#C[C@@H](C)O)cnc2O[C@H]1CN(C)CC1CCOCC1 | 10 | ·
CO[C@@H]1CN(C)C(=O)c2cc(NC(=O)c3cnccn3)ccc2OC[C@@H](C)N(CCc2ccccc2)C[C@H]1C | -7 | -0.5
COc1ccc(-n2c(SCC(=O)Nc3cc(NC(C)=O)ccc3OC)nc3ccccc3c2=O)cc1 | 2 | 0.1
CO[C@H](CN(C)S(=O)(=O)c1ccc(C)cc1)[C@H](C)CN(Cc1ccccc1Cl)[C@@H](C)CO | 42 | -0.3
O=C(O)c1c(Br)c(Br)c(Br)c(Br)c1-c1c2ccc(=O)cc-2oc2cc(O)ccc12 | 11 | 8.5
COc1ccc(S(=O)(=O)N(C)C[C@H]2OCCCC[C@@H](C)Oc3ccc(NS(=O)(=O)c4c(C)noc4C)cc3C(=O)N([C@H](C)CO)C[C@@H]2C)cc1 | · | 1.4

Exported field by field: two of the compounds above
COc1ccc(-n2c(SCC(=O)Nc3cc(NC(C)=O)ccc3OC)nc3ccccc3c2=O)cc1
  EZH2 inh = 2; IDH1 R132H inh = 0.1

CO[C@H](CN(C)S(=O)(=O)c1ccc(C)cc1)[C@H](C)CN(Cc1ccccc1Cl)[C@@H](C)CO
  EZH2 inh = 42; IDH1 R132H inh = -0.3

This is a subset. The share of hits here may be higher or lower than overall.
